# TexasRed fluor – alters Texas Red total fluorescence, flagging assay interference; TRb/SRC2 Texas Red total fluorescence interference; Potency, µM (series often up to 106 µM), without a hit: top-dose fluorescence change, negative = quenching; hit rate 0.29% among 280,000; AID 1479; active = well fitted curve in either direction with a large enough effect; inconclusive = small, poorly fitted or top-dose-only effect
#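 Human TRβ ligand-binding domain (0.6 uM) and Texas Red SRC2 peptide (20 nM) in Tris buffer with 1 uM T3 and 5% DMSO were incubated with pinned compound for 5 hr at ambient temperature. Total fluorescence was computed as S + 2P (555/632 nm).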
# Tau fibril ThT – tau fibrillization inhibition (ThT binding); P10636; recombinant tau K18 P301L (four-repeat tau fragment), heparin-induced fibrillization, ThT fluorescence; Potency, µM (series often up to 57.4 µM), for the others: at the highest dose activity, negative = inhibition, actives largely listed as inhibitors; hit rate 2.1% among 270,000; also: nearly all actives have a fitted effect of over 55% in size
#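 Tau K18 P301L fragment (15 uM unlabeled plus 0.24 uM Alexa 594-labeled) in 100 mM sodium acetate pH 7 with compound, fibrillization induced by 20 uM heparin for 6 hr at 37 C. Thioflavin T (30 uM) added, fluorescence read after 1 hr (ex 450, em 510 nm).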
# RECQ1 inh – inhibitors of human RECQ1 DNA helicase; hit rate 0.54% among 240,000; P46063; Potency, µM (doses to about 57.3 µM), inactives show at the highest dose activity, negative = inhibition, most hits filed as inhibitors; RECQ1 DNA unwinding, red fluorescence kinetic read;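 also: plate controls were vehicle for no effect and no enzyme for full effect; nearly all actives have a fitted effect of over 30% in size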
# Target sequence (P46063 whole entry, looked up): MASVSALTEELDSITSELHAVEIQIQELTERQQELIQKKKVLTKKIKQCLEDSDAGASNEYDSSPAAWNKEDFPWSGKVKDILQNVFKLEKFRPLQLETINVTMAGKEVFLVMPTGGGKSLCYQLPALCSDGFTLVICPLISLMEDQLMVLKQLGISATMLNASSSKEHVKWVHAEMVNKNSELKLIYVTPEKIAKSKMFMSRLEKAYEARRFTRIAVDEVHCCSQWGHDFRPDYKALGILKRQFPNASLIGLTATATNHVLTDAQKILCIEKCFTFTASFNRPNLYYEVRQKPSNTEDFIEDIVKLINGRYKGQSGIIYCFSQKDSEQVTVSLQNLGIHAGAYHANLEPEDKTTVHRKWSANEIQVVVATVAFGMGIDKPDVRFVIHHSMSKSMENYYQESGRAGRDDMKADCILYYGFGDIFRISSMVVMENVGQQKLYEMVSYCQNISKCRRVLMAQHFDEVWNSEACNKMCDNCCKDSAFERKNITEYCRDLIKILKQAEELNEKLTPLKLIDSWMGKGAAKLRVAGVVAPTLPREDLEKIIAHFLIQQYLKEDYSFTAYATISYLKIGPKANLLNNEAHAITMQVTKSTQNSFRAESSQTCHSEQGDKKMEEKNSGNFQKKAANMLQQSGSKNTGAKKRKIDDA
#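 RECQ1T1 50 nM; forked duplex (20 bp + 30-nt ss tails) 200 nM, ATP 2 mM final; pH 8.0, 2 mM MgCl2, 2.5 ug/ml poly(dI-dC); 15 min compound preincubation; discontinuous kinetic read over 2 h at RT.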
# Tau fibril FP – tau fibrillization inhibition (FP); P10636; K18 P301L tau heparin fibrillization, Alexa594 FP, 6 h; Potency, µM (highest dose often 57.7 µM), without a hit: at the highest dose activity, negative = inhibition, actives largely listed as inhibitors; hit rate 0.39% among 280,000; AID 1468; also: nearly all actives have a fitted effect of over 55% in size
#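 Recombinant K18 P301L […], labeled with Alexa 594 at 0.24 uM over 15 uM unlabeled; heparin inducer 20 uM final; 37 C, 6 hr; FP endpoint.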
# TRb SRC2 PPI – inhibitors of human thyroid hormone receptor beta-SRC2 interaction | P10828 | TRbeta-SRC2 peptide binding, fluorescence polarization; receptor liganded with 1 µM T3 | Potency, µM (series often up to 106 µM), for inactives: at the highest dose activity change, negative = inhibition, hits mostly inhibitors | hit rate 0.065% among 280,000;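 also: plate controls were bound peptide for no effect and peptide without receptor for full effect; nearly all actives have a fitted effect of over 50% in size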
# Target sequence (P10828 whole entry, looked up): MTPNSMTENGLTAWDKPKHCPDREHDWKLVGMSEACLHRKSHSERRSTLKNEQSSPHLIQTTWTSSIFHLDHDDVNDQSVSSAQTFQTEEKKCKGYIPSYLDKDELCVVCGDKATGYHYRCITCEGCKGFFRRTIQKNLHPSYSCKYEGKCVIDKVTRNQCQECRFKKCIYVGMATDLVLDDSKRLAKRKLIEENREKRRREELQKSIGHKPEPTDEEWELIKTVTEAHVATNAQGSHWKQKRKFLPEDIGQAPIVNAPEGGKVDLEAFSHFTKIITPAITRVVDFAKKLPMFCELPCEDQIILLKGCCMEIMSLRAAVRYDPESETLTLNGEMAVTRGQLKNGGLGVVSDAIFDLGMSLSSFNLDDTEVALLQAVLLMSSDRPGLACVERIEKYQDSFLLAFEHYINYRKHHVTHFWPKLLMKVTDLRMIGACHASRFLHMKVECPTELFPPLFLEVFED
#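 A fluorescence polarization screen tested compounds at multiple concentrations against complex formation between 0.6 uM TRb ligand-binding domain and 20 nM Texas Red SRC2 peptide, with 1 uM T3 present; readout after 5 hr.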
# RGS12 GoLoco inh – RGS12 GoLoco-Gai1 interaction inhibition; hit rate 0.44% among 230,000; Gai1:RGS12 GoLoco peptide FP, rhodamine, 10 min; P63096; AID 880; Potency, µM (doses to about 61.6 µM), for inactives: top-dose activity, negative = inhibition, hits mostly inhibitors; active = well fitted inhibition curve with a large enough effect, not every such curve was filed as active; inactive = no such curve, though single readings can be large or run the other way; also: nearly all actives have a fitted effect of over 30% in size; many of its hits are not listed in these tables
# L3MBTL1 block – inhibitors of human L3MBTL1. AlphaScreen L3MBTL1–H3K9me1 peptide binding. AID 485360. hit rate 0.66% among 230,000. Potency, µM (highest dose often 57.1 µM), for inactives: top-dose activity, negative = inhibition, usual class: inhibitors; also: nearly all actives have a fitted effect of over 60% in size
#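 First, the protein-peptide complex forms for 30 min at room temperature (L3MBTL1 50 nM, biotinylated H3K9me1 peptide 75 nM). Next, compounds are pin-transferred and incubated 30 min. Finally, AlphaScreen beads are added and read after 30 min.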
# KDM4E inh – JMJD2E (human) inhibition; JMJD2E catalytic domain, FDH-coupled NADH fluorescence (FDH is formaldehyde dehydrogenase); Potency, µM (series often up to 57.1 µM), inactives show at the top dose activity change, negative = inhibition, actives largely listed as inhibitors; hit rate 1.6% among 230,000; active = well fitted inhibition curve with a large enough effect, not every such curve was filed as active; inconclusive = small, poorly fitted or top-dose-only effect, or another doubt; inactive = no such curve, though single readings can be large or run the other way;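 also: 0% = wells with enzyme and -100% = buffer wells without enzyme; nearly all actives have a fitted effect of over 50% in size; many of its hits are not listed in these tables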
# * hit, by the source's call; i = inactive; u = inconclusive; x = not tested or not shown; & = joins results of further samples; [ ] = remark or other dose. Unless noted, calls follow the shape of the dose curve; as a rule, active = well fitted curve in the direction sought with a large enough effect; inconclusive = small, poorly fitted or top-dose-only effect, or another doubt; inactive = no such curve, though single readings can be large; an effect the other way counts as inactive or inconclusive. Unless noted, % is scaled to controls: 0 for no effect and ±100 for the full control effect; potency is read from the fitted curve at half-maximal effect.
SMILES,TexasRed fluor,Tau fibril ThT,RECQ1 inh,Tau fibril FP,TRb SRC2 PPI,RGS12 GoLoco inh,L3MBTL1 block,KDM4E inh
O=c1[nH]c(=O)n(Cc2ccc(F)cc2)c(O)c1/C=N/Nc1ccccc1,1%,x,-8%,6%,-3%,6%,x,-9%
CCOC(=O)C(=O)NC1CCSC1=O (configuration not stated),-5%,-18%,-8%,-15%,-3%,10%,x,5%
CN=C(SCC(=O)c1cccc(Cl)c1)c1c(O)n(C)c(=O)n(C)c1=O,0%,x,i,u,-4%,13%,x,-2%
CCOC(=O)c1ccc(NC(=O)C2C3C=CC(O3)C2C(=O)O)cc1 (configuration not stated),0%,-10%,5%,-2%,-14%,-6%,4%,-7%
O=C(COc1ccc(Cl)cc1)Nc1ccc(Cl)cc1C(=O)c1ccccc1,-16%,-17%,x,0%,4%,x,x,x
Cc1ccc(C2=NN(CCC(=O)N3CCC4(CC3)OCCO4)C(=O)CC2)cc1,-1%,2%,i,-4%,5%,6%,x,-1%
COc1cc2c(C(=O)O)c(C)n(C)c2cc1Br,-2%,-3%,0%,7%,0%,21%,u,9%
Cc1c(C(=O)Nc2ccccc2)cc(-c2ccccc2)n1CCCN1CCOCC1,-2%,-8%,0%,-3%,-10%,11%,-30%,0%
CC(C)(C)c1cc(O)ccc1O,0%,x,5%&-2%,x,4%,-13%[14.2 µM],x,x
O=C(NCCN1CCCCC1)c1ccc(Cl)nc1Cl,0%,-13%,-14%,-8%,3%,-2%,-3%,-7%
C=CCOc1ccc(CC2C(=O)N(C)C(=O)N(C)C2=O)cc1,-1%,u,-16%,-5%,-9%,-6%,-12%,8%
CCOc1ccc(NCc2cccn2-c2nnc(N3CCC(C(=O)NCC(C)c4ccccc4)CC3)s2)cc1 (configuration not stated),1%,u,x,u,1%,x,x,x
Cc1ccc(-n2c(O)c(C=NCCC3=CCCCC3)c(=O)[nH]c2=O)cc1,-1%,-9%,-13%,2%,-4%,2%,x,4%
CCC1C2CC3C4N(C)c5ccccc5[C@]45CC(C2C5O)N3C1O (some centres not stated),0%,-10%,-4%,-7%,-3%,3%,x,9%
Cc1nc2c(-c3ccccc3)c(C)nn2c(C)c1CCC(=O)N1CCC2(CC1)OCCO2,2%,-5%,-4%,4%,-15%,1%,-9%,7%

# 3 compounds from above with just L3MBTL1 block, TRb SRC2 PPI and Tau fibril FP:
compound	L3MBTL1 block	TRb SRC2 PPI	Tau fibril FP
CN=C(SCC(=O)c1cccc(Cl)c1)c1c(O)n(C)c(=O)n(C)c1=O	x	-4%	u
CCOC(=O)c1ccc(NC(=O)C2C3C=CC(O3)C2C(=O)O)cc1 (configuration not stated)	4%	-14%	-2%
O=C(COc1ccc(Cl)cc1)Nc1ccc(Cl)cc1C(=O)c1ccccc1	x	4%	0%

# Back to the main list, starting 4 compounds before the break.
SMILES,TexasRed fluor,Tau fibril ThT,RECQ1 inh,Tau fibril FP,TRb SRC2 PPI,RGS12 GoLoco inh,L3MBTL1 block,KDM4E inh
CCOc1ccc(NCc2cccn2-c2nnc(N3CCC(C(=O)NCC(C)c4ccccc4)CC3)s2)cc1 (configuration not stated),1%,u,x,u,1%,x,x,x
Cc1ccc(-n2c(O)c(C=NCCC3=CCCCC3)c(=O)[nH]c2=O)cc1,-1%,-9%,-13%,2%,-4%,2%,x,4%
CCC1C2CC3C4N(C)c5ccccc5[C@]45CC(C2C5O)N3C1O (some centres not stated),0%,-10%,-4%,-7%,-3%,3%,x,9%
Cc1nc2c(-c3ccccc3)c(C)nn2c(C)c1CCC(=O)N1CCC2(CC1)OCCO2,2%,-5%,-4%,4%,-15%,1%,-9%,7%
CCOP(=O)(OCC)c1nc(-c2ccccc2)oc1NCc1ccccc1,-2%[53 µM],-1%,0%,-2%,-4%[53 µM],5%,-1%,u
CN1C(=O)NC(c2cccc(O)c2)C(C(=O)c2cccs2)C1(O)C(F)(F)F (configuration not stated),1%,-11%,-5%,1%,10%,4%,-6%,u
Cc1ccc(-c2nc3ccccc3c(=O)n2-c2ccccn2)cc1,6%,-8%,1%,2%,7%,9%,10%,2%
CCn1c(C)cc(/C=C2\C(=O)NC(=O)N(c3ccccc3C)C2=O)c1C,0%,u,i,-6%,2%,19%,-14%,-6%
Cc1nc2c(c(C)nn2-c2ccccc2)c(C)c1CCC(=O)N1CCC2(CC1)OCCO2,-1%,-4%,-6%,-2%,1%,7%,x,u
CCOC(=O)C1(CCc2ccccc2)CCN(Cc2csc(C(C)=O)c2)CC1,-6%,-1%,i,6%,-4%,4%,-15%,-9%
COC(=O)C1(C)C=C2C(=C(C)C(=O)C2C)CN1 (configuration not stated),2%,-10%,-3%,0%,6%,-22%,x,u
CC1CN(c2ccc([N+](=O)[O-])c3cccnc23)CC(C)N1 (configuration not stated),-3%,-15%,-2%,3%,-4%,9%,2%,3%
CCCC(=O)NC(Oc1ccccc1Cl)C(Cl)(Cl)Cl (configuration not stated),3%,-8%,-17%,0%,5%,8%,2%,3%
C=CCn1c(O)c(C(C)=NCCN2CCCCC2)c(=O)[nH]c1=O,-4%,u,-2%,-5%,2%,6%,x,-2%
Cn1c(O)c(/C=N/Nc2ccccc2)c(=O)n(C)c1=O,0%,u,-16%,-5%,6%,16%,-2%,4%
NCCc1c[nH]c2ccc(O)cc12,2%,-9%,-2%,-1%,0%,-5%,x,x
CC(=O)NCC(=O)Nc1ccc(Br)cc1C(=O)c1ccccc1,-1%,0%,0%,-2%,-10%,0%,1%,2%
Cn1c(O)c(C2=NN(C(=O)CCl)C(c3ccccc3)C2)c(=O)n(C)c1=O (configuration not stated),-5%,u,-1%,-1%,-11%,4%,-4%,-7%
FC(F)(F)c1ccc2c(c1)N(CCCN1CCN(CCCl)CC1)c1ccccc1S2,-1%,u,12%,8%,-11%,-4%,x,u
CC(C)CN1CCN(Cc2ccccc2C(F)(F)F)CC1CCO (configuration not stated),-2%,-7%,-3%,-12%,6%,11%,-2%,-3%
C/C(CCc1c[nH]c2ccccc12)=N\O,-1%,8%,-17%,4%,-17%,-3%,4%,-10%
CCN1C[C@]2(COC)CC[C@H](O)[C@@]34[C@@H]5C[C@H]6[C@@H](OC)[C@H]5[C@](O)(C[C@@H]6OC)[C@@](O)([C@@H](OC)[C@H]23)[C@@H]14,-9%[53 µM],x,-3%[25.9 µM],x,-4%[53 µM],17%[21.6 µM],x,-2%[25.5 µM]
CC1(C)C(c2ccccc2)=NC(c2cccnc2)N1O (configuration not stated),-5%,9%,0%,-3%,9%,-38%,x,15%
O=c1[nH]c(=O)n(Cc2ccccc2)c(O)c1/C=N/NCCO,-2%,u,-3%,1%,0%,17%,-2%,-15%
CN(C)CC#CCOCCOCCC#N,-4%,9%,-23%,-2%,3%,0%,-2%,-3%
C=CC1CC=CCC1 (configuration not stated),-2%[201 µM],x,-7%,x,6%[201 µM],20%,x,x
COc1ccccc1N1C(=O)NC(=O)C2(Cc3cc(C)ccc3N(C)C2)C1=O (configuration not stated),0%,u,i,-12%,-3%,-9%,0%,3%
COc1cccc(OC)c1C(=O)Nc1nc(N)n(-c2ccccc2)n1,4%,5%,-11%,3%,-4%,5%,x,6%
CC(C(=O)Nc1ccc(Br)cc1C(=O)c1ccccc1)N1CCOCC1 (configuration not stated),-1%,-12%,-1%,2%,-4%,8%,x,5%
CN1C(=O)C(C2c3ccccc3C(=O)N2Cc2ccc([N+](=O)[O-])cc2)C(=O)N(C)C1=O (configuration not stated),-4%,-12%,i,0%,-18%,6%,7%,7%
Cc1cc(C)cc(N2C(=O)NC(=O)/C(=C\c3cccn3-c3ccc(Cl)cc3)C2=O)c1,-3%,-3%,3%,-11%,-6%,65%[activator],28%,4%
CCOC(=O)c1c(-c2ccc(OC)cc2)oc2ccc(OC(=O)N(C)C)cc12,0%,u,0%,9%,4%,6%,19%,u
Cc1[nH]c2ccccc2c1C(=O)CN1CC=C(c2ccccc2)CC1,1%,u,-7%,-6%,0%,16%,-12%,u
C=C(C)c1cccc(C(C)(C)NC(=O)NC2CN3CCC2CC3)c1 (configuration not stated),2%,4%,-7%,5%,11%,-14%,-8%,0%
COc1cc(/C=N/Nc2ccc(S(N)(=O)=O)cc2)cc(OC)c1OC,0%,u,i,5%,-7%,6%,2%,u
Cc1c(N=Nc2c(O)[nH]c(=S)[nH]c2=O)c(=O)n(-c2ccccc2)n1C,1%,u,-21%,u,-23%,31%[activator],u,-6%
CCOC(=O)c1cnc2c(ccc3ccccc32)c1Nc1ccc(N(C)C)cc1,0%,u,x,-4%,6%,x,x,x
COc1ccc(C(=O)C2CCCN(Cc3cnc(C)s3)C2)cc1OC (configuration not stated),-2%,-4%,i,-9%,-5%,-1%,0%,-4%
Cc1ccc(Cl)cc1N1CCN(CCN)CC1,-1%,-7%,1%,3%,6%,-3%,x,-1%
CCC(=O)CC(c1ccc([N+](=O)[O-])cc1)c1c(O)c2ccccc2oc1=O (configuration not stated),-1%,2%,0%,-2%,3%,-1%,6%,-1%
N[C@H](Cn1ccc(=O)c(O)c1)C(=O)O,-1%,0%,-5%,-6%,-4%,6%,x,5%
N#Cc1cc2c(nc1SCC(=O)Nc1ccc(C(F)(F)F)cc1)C1CCN2CC1,2%,-13%,x,-9%,-1%,x,x,x

# Structural class: the compounds so far with a nitro group on carbon (3)
SMILES,TexasRed fluor,Tau fibril ThT,RECQ1 inh,Tau fibril FP,TRb SRC2 PPI,RGS12 GoLoco inh,L3MBTL1 block,KDM4E inh
CC1CN(c2ccc([N+](=O)[O-])c3cccnc23)CC(C)N1 (configuration not stated),-3%,-15%,-2%,3%,-4%,9%,2%,3%
CN1C(=O)C(C2c3ccccc3C(=O)N2Cc2ccc([N+](=O)[O-])cc2)C(=O)N(C)C1=O (configuration not stated),-4%,-12%,i,0%,-18%,6%,7%,7%
CCC(=O)CC(c1ccc([N+](=O)[O-])cc1)c1c(O)c2ccccc2oc1=O (configuration not stated),-1%,2%,0%,-2%,3%,-1%,6%,-1%

# These rows are one share of the data. The share of hits here may be higher or lower than overall.
